FLuc inh: Firefly luciferase inhibition profiling of diverse chemical library using quantitative high-throughput screening | Luciferin 4-monooxygenase (Photinus pyralis), P08659 | purified P. pyralis luciferase, luminescence, biochemical | Potency, µM (titrated, usually from 115 µM), for the others: at the highest dose activity change, negative = inhibition, hits mostly inhibitors | 76,000 compounds, 2.5% hits | AID 1347043, 2019; also: potency is read from the fitted curve at half-maximal effect; nearly all actives have a fitted effect of over 65% in size
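Purified P. pyralis luciferase (10nM final) in 50mM Tris acetate pH 7.5, 10mM Mg acetate, 0.01% Tween-20, 0.05% BSA with 10uM D-luciferin and 10uM ATP. Compounds titrated qHTS. Luminescence imaged on CCD.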
SNCA expr inh: Primary qHTS assay for inhibitors of alpha-synuclein gene (SNCA) expression; HEK-293 SNCA-luciferase knock-in, luminescence, 24 h; Potency, µM (highest dose often 57.2 µM), for the others: top-dose activity change, negative = inhibition, hits mostly inhibitors; 140,000 compounds, 0.17% hits;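 also: potency is read from the fitted curve at half-maximal effect; plate controls were DMSO cells for no effect and cell-free wells for full effect; nearly all actives have a fitted effect of over 45% in size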
GPT2 inhibitor: Primary qHTS assay for inhibitors of Glutamate pyruvate transaminase 2 (GPT2) | Recombinant GPT2, coupled pyruvate oxidase/HRP Amplex Red fluorescence | Alanine aminotransferase 2 (Homo sapiens), Q8TD30 | Potency, µM (titrated, usually from 57.7 µM), for the others: at the highest dose activity change, negative = inhibition, actives largely listed as inhibitors | 100,000 compounds, 0.25% hits | AID 1671188, 2021; also: potency is read from the fitted curve at half-maximal effect; nearly all actives have a fitted effect of over 60% in size; many of its hits are not listed in these tables
Target sequence (Q8TD30 whole entry, looked up): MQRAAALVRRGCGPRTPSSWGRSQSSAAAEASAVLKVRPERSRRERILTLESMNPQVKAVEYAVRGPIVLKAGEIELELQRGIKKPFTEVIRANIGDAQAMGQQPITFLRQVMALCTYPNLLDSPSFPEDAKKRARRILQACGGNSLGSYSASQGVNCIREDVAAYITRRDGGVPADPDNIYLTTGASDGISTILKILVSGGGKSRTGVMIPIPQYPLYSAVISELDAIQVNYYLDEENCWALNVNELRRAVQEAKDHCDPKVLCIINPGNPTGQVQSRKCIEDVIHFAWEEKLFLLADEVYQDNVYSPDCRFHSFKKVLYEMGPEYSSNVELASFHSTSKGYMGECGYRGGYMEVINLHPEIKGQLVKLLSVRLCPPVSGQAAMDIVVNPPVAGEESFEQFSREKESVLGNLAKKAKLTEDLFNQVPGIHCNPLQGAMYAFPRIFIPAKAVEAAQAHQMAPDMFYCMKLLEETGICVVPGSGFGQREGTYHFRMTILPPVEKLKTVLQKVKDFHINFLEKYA
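GPT2 10ng/uL, a-KG 250uM, L-Ala 2mM, HEPES pH7.5 + 0.0001% Tween; 30 min RT. Then Amplex mix (PO/HRP/ThPP), 30 min RT dark, fluorescence. AOA 50uM used as positive control.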
HEK cytotox: Cytotoxic Profiling in HEK 293 Cell Line of Diverse Libraries Using Quantitative High-Throughput Screening | HEK 293 viability, ATP luminescence (CellTiter-Glo), 48-72 h | 94,000 compounds, 6.6% hits | Potency, µM (titrated, usually from 115 µM), for the others: at the top dose activity change, negative = cytotoxicity, usual class: inhibitors | AID 1345083, 2018; also: potency is read from the fitted curve at half-maximal effect; nearly all actives have a fitted effect of over 60% in size
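Cells seeded first (HEK 293, 250 cells/well), then compound added by pintool. Incubation ran 48 or 72 hr at 37 degree Celsius. CellTiter-Glo was added and luminescence imaged after 10 min at room temperature.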
3T3 cytotox: Cytotoxic Profiling in NIH 3T3 Cell Line of Diverse Libraries Using Quantitative High-Throughput Screening; NIH 3T3 viability, CellTiter-Glo ATP luminescence, 48-72 h; Potency, µM (top dose mostly 96.7 µM), for inactives: at the top dose activity change, negative = cytotoxicity, usual class: inhibitors; 94,000 compounds, 4.3% hits; also: potency is read from the fitted curve at half-maximal effect; nearly all actives have a fitted effect of over 55% in size
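Cytotoxicity is measured as loss of cellular ATP: NIH 3T3 cells (400/well) are exposed to compound for 48 or 72 hr at 37 °C, then CellTiter-Glo luminescence is imaged after 10 min at room temperature.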
IP6K1 inh: Primary qHTS assay for small molecule inhibitors of Inositol hexaphosphate kinase 1 (IP6K1). activity change, % (series mostly up to about 58 µM). Inositol hexakisphosphate kinase 1 (Homo sapiens), Q92551. AID 1645851, 2021. IP6K1 kinase, ADP-Glo luminescence, 2 h; stronger effect = lower value. 140,000 compounds, 0.81% hits; in the data active = activity change below about -25%
Target sequence (Q92551 whole entry, looked up): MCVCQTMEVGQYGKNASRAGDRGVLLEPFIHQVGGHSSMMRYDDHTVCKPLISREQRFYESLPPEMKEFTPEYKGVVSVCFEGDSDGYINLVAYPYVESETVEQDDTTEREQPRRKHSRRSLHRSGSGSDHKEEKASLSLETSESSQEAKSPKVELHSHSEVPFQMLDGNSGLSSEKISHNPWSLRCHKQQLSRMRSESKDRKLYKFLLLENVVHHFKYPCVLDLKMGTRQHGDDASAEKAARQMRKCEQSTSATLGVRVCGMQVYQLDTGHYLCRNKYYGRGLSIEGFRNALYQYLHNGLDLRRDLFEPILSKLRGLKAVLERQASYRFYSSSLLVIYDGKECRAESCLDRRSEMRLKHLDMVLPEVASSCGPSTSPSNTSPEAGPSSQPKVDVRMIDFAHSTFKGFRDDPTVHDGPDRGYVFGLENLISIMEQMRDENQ
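ADP-Glo luminescence measures ADP made by human IP6K1 during a 2 h RT reaction with ATP/IP6 (mix at 1.3 mM/130 uM); top library doses 57.5 and 19.1 uM final.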
SNCA viab count: GF-AFC viability counterscreen for inhibitors of alpha-synuclein gene (SNCA) expression | HEK-293-SNCA-luc viability, GF-AFC fluorescence, 24 h | 150,000 compounds, 0.12% hits | Potency, µM (series often up to 57.1 µM), for the others: at the highest dose activity change, negative = cytotoxicity, hits mostly cytotoxic;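 also: potency is read from the fitted curve at half-maximal effect; 0% = DMSO-treated cells and -100% = medium-only wells without cells; nearly all actives have a fitted effect of over 30% in size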
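HEK-293-SNCA-luc cells (1500/well) plated 24 h, then exposed 24 h to a dilution series; GF-AFC added 30 min at 37C, fluorescence 405/540 nm; normalised to medium-only and DMSO wells, Hill fit.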
* = called active by the depositor; i = inactive; u = inconclusive; x = not tested or not shown; [ ] = remark or other dose. Unless noted, calls follow the shape of the dose curve; as a rule, active = well fitted curve in the direction sought with a large enough effect; inconclusive = small, poorly fitted or top-dose-only effect, or another doubt; inactive = no such curve, though single readings can be large; an effect the other way counts as inactive or inconclusive. Unless noted, % is scaled to controls: 0 for no effect and ±100 for the full control effect.

Below each compound: FLuc inh, SNCA viab count, GPT2 inhibitor, HEK cytotox, 3T3 cytotox, SNCA expr inh, IP6K1 inh
[1] O=C(C1CCN(C(=O)N2CC3CC(C2)[C@H]2CCCC(=O)N2C3)CC1)N1CCCCCC1 (some centres undefined)
 : 2%, -2%, i, -8%, 1%, -14%, 5
[2] COC(=O)C(CCSC)NC(=O)c1cc2c(n(-c3ccc(C)cc3)c1=O)CC(C)(C)CC2=O (centres undefined)
 : x, 10%, x, x, x, -3%, 18
[3] Cc1cnc(C2CC2)n1CC1CCN(C(=O)C2CC2)CC1
 : -2%, 2%, 0%, i, i, 11%, 2
[4] COc1ccccc1NC(=O)Cn1c(-c2ccc(Cl)cc2)nc(C)c(CCO)c1=O
 : 4%, -2%, 2%, -2%, -11%, 7%, -2
[5] CC(=O)N1CCCC(C(=O)N2CCC(c3ccccc3)CC2)C1 (centres undefined)
 : x, 0%[87.6 µM], 0%[88.5 µM], -3%[172 µM], -2%[138 µM], -7%[87.6 µM], -5
[6] CC(=O)Nc1cccc(C(=O)NCc2ccc3c(c2)CCN3C(=O)c2ccccc2)c1
 : x, -2%, x, x, x, -20%, -5
[7] COc1ccc2c(c1)CN(C1CCC(CO)CC1)CC[C@H]1COC(=O)N21 (some centres undefined)
 : 5%[172 µM], -6%[87.6 µM], i, -6%[172 µM], i, -4%[87.6 µM], -14
[8] CNC(=O)c1cc2c(n(-c3ccc(C)cc3)c1=O)CC(C)(C)CC2=O
 : x, 1%, x, x, x, 8%, 16
[9] CCc1cc(C(=O)N2CCC3(CC2)CC(c2ccccc2)C(=O)N3)cs1 (centres undefined)
 : -1%, 2%, -14%[11.5 µM], 0%, u, 2%, -12
[10] CN(C)CCCNC(=O)c1cc2c(n1C)CCN(Cc1ccc(F)cc1)C2
 : 3%, -10%, i, u, u, -1%, 0
[11] COc1ccc(Nc2ccnc(N3CCCC(C(=O)N4CCCC(C)C4)C3)n2)cc1 (centres undefined)
 : x, -11%[12.5 µM], -8%, u, 45µM*, -3%, 12
[12] O=C([C@@H]1C[C@H](Oc2ccccc2)CN1C(=O)C1CCCCC1)N1CCCC1
 : 1%, -10%, i, 0%, u, -13%, 22
[13] CCc1cccc(C)c1NS(=O)(=O)c1c(C)nc2sccn2c1=O
 : x, -1%, x, x, x, 3%, -4
[14] CC1CCN(C(=O)[C@@H](C)C2CC[C@@]3(C)CC[C@H](NC(=O)Cc4ccccc4)[C@@H](C)[C@@H]3[C@H]2O)CC1 (some centres undefined)
 : -1%, -3%, 0%, -23%, -20%, 4%, -8
[15] CCS(=O)(=O)N1CCc2cc(C(=O)Nc3cc(Cl)ccc3C)ccc21
 : x, 5%, x, x, x, 37%[activator], 9

(next part)
Below each compound: FLuc inh, SNCA viab count, GPT2 inhibitor, HEK cytotox, 3T3 cytotox, SNCA expr inh, IP6K1 inh
[16] O=S(=O)(c1cccnc1)N1CCC(N(Cc2cccnc2)C2CCOCC2)CC1
 : 1%, -6%, i, -9%, u, -11%, -9
[17] CC(=O)OCC(=O)[C@@]1(O)[C@H](OC(C)=O)C[C@H]2[C@@H]3CCC4=CC(=O)C=C[C@]4(C)[C@@]3(F)[C@@H](O)C[C@@]21C
 : x, -10%[23.9 µM], 0%, x, x, 42%[25.6 µM], 4
[18] CC(=O)Nc1ccc(C(=O)N2CCN(c3ccc(C=O)cc3)C(=O)C2)cc1
 : x, -8%, -9%, i, 2%, -5%, 12
[19] COc1ccc2cc(C(=O)NCc3ccc4c(c3)CCN4C(=O)c3ccccc3)[nH]c2c1
 : x, 6%, x, x, x, 37%[activator], 5
[20] CNC(=O)[C@@H]1CN(C(=O)c2ocnc2C)C[C@H]1COC
 : -4%, 5%, i, 0%, -14%, -13%, 13
[21] C=C1CC[C@@]2(OC1)O[C@H]1CC3[C@@H]4CC=C5C[C@@H](O)C[C@@H](O[C@@H]6OC[C@H](O)[C@H](O)[C@H]6O[C@@H]6O[C@@H](C)[C@H](O)[C@@H](O)[C@H]6O)[C@]5(C)C4CC[C@]3(C)[C@H]1[C@@H]2C (some centres undefined)
 : x, -2%[23.9 µM], i, x, x, x, 16
[22] COc1ccc(C(=O)N2CCn3c(nn(-c4cccc(Cl)c4)c3=O)C2)cc1
 : x, -13%, -20%, -29%, u, 1%, 8
[23] Cc1cnc(C(=O)N2CC(=O)N(c3ccccc3Cl)CC2C)cn1 (centres undefined)
 : 4%, -1%, i, i, -1%, -6%, 9
[24] CCCN1C(=O)Cc2ccccc2C1C(=O)NCc1ccc2c(c1)OCO2 (centres undefined)
 : -2%, 5%, -3%, -11%, -10%, 4%, 0
[25] O=C(CSc1nnc2[nH]c(=O)cc(-c3ccccc3)n12)Nc1ccc(F)cc1F
 : x, 0%, x, x, x, -21%, -16
[26] CCNC(=O)CN1CN(c2ccccc2)C2(CCN(C(=O)NC34CC5CC(CC(C5)C3)C4)CC2)C1=O
 : -7%, -4%, -9%, u, u, 3%, -1
[27] Cc1ccc(Cn2c(CN3CCC(C(=O)O)CC3)cc3ccccc32)cc1
 : x, 0%, x, x, x, 5%, 1
[28] COc1ccc(Cn2c(C3CCN(C(=O)c4ccc(C)s4)CC3)n[nH]c2=O)cc1
 : -6%, 2%, i, 12%, 4%, 13%, 4
[29] CC#CCn1cc2c3c(cccc31)[C@H](CC(C)C)N[C@H](C(=O)NCCOC)C2
 : -18%[172 µM], 5%[87.6 µM], u, u, u, -29%[87.6 µM], -1
[30] c1ccc(-c2ccc3ncc(Nc4ccc5c(c4)OCCO5)n3n2)cc1
 : u, 10%[87.6 µM], u, 89µM*, u, 9%[87.6 µM], -21

New compounds follow.
Below each compound: FLuc inh, SNCA viab count, GPT2 inhibitor, HEK cytotox, 3T3 cytotox, SNCA expr inh, IP6K1 inh
[31] COc1cccc(-c2cc3c(=O)n(CCNC(=O)COc4ccccc4)ccn3n2)c1
 : 25µM*, -7%, -1%, -23%, -20%, 54%[activator], -7
[32] Cn1cc(-c2ccccc2)cc1C(=O)N1CCCC1
 : -1%, 6%, i, u, -10%, 32%[activator], 1
[33] COc1ccccc1C(=O)NC1CCCN(Cc2ccc(-c3cncnc3)cc2)C1 (centres undefined)
 : x, 6%[12.5 µM], i, u, -26%, -12%, -2
[34] COCCCNC(=O)c1ccc2c(c1)n(Cc1cccc(F)c1)c(=O)c1ccnn12
 : -3%, -3%, i, -12%, -22%, 10%, 15
[35] COc1cccc(N2C(=O)NC(=NC3CCCCC3)C23CCCN(Cc2ccccc2)C3)c1 (centres undefined)
 : x, -17%, i, u, u, u, -9
[36] O=C1[C@@H]2C[C@@H](O)CN2C2(CN(Cc3cccc(OC(F)(F)F)c3)C2)C(=O)N1Cc1cccc(Cl)c1
 : -12%, -5%, -22%, u, u, -6%, 12
[37] CCOc1ccc(NC(=O)CCc2nc3cccnc3n2Cc2ccc(OC)cc2)cc1
 : x, -25%, x, x, x, -26%, -8
[38] Cc1cnc(C)c(N2CCN(Cc3nc(-c4sccc4C)oc3C)CC2)n1
 : -4%, -1%, i, u, u, u, 14
[39] O=C(C1CCCN(C2CCN(c3ncnc4sccc34)CC2)C1)N1CCCC1 (centres undefined)
 : -2%, -3%, -16%[11.5 µM], u, u, u, -28*
[40] C/C=C/C=C/c1cc2c(C=O)c(O)c(CC=C(C)C)cc2o1
 : x, -29%, i, x, x, x, -9
[41] CC(=O)c1ccc(NC(=O)CCc2nc(-c3ccc(C)cc3)no2)cc1
 : x, -3%, x, x, x, 0%, -11
[42] Cc1ncc2c(c1CNC(=O)Cn1cnc3ccccc3c1=O)CCNC2
 : u, 7%, -9%, i, -5%, 3%, 1
[43] CCOC(=O)c1c(C)[nH]c(CCC(=O)Nc2ccc(N(CC)CC)cc2C)c1C
 : x, u, x, x, x, -1%, -2
[44] Cn1cc(-c2cccc(CO)c2)c2nc(COc3ccc(Cl)cc3)cn2c1=O
 : u, u, 1%[88.5 µM], 63µM*, u, -29%[87.6 µM], -21
[45] O=C(NCCc1ccc(Cl)cc1)C1CCCN1Cc1ccc(-c2cncnc2)cc1 (centres undefined)
 : x, -10%, i, u, u, u, 2
[46] CC(C)N1CC[C@H](c2nnc(-c3cccnc3)o2)C1
 : -25%[230 µM], 0%[87.6 µM], -2%[88.5 µM], -11%[230 µM], 3%[174 µM], 13%[87.6 µM], 5
[47] Cc1cccc(CCNc2ncc(C(C)(C)C(=O)O)c(N3CCOCC3)n2)n1
 : 2%, 9%, 3%, 5%, i, 8%, 5

Entries 31 through 39 of the list above:
Below each compound: FLuc inh, SNCA viab count, GPT2 inhibitor, HEK cytotox, 3T3 cytotox, SNCA expr inh, IP6K1 inh
[31] COc1cccc(-c2cc3c(=O)n(CCNC(=O)COc4ccccc4)ccn3n2)c1
 : 25µM*, -7%, -1%, -23%, -20%, 54%[activator], -7
[32] Cn1cc(-c2ccccc2)cc1C(=O)N1CCCC1
 : -1%, 6%, i, u, -10%, 32%[activator], 1
[33] COc1ccccc1C(=O)NC1CCCN(Cc2ccc(-c3cncnc3)cc2)C1 (centres undefined)
 : x, 6%[12.5 µM], i, u, -26%, -12%, -2
[34] COCCCNC(=O)c1ccc2c(c1)n(Cc1cccc(F)c1)c(=O)c1ccnn12
 : -3%, -3%, i, -12%, -22%, 10%, 15
[35] COc1cccc(N2C(=O)NC(=NC3CCCCC3)C23CCCN(Cc2ccccc2)C3)c1 (centres undefined)
 : x, -17%, i, u, u, u, -9
[36] O=C1[C@@H]2C[C@@H](O)CN2C2(CN(Cc3cccc(OC(F)(F)F)c3)C2)C(=O)N1Cc1cccc(Cl)c1
 : -12%, -5%, -22%, u, u, -6%, 12
[37] CCOc1ccc(NC(=O)CCc2nc3cccnc3n2Cc2ccc(OC)cc2)cc1
 : x, -25%, x, x, x, -26%, -8
[38] Cc1cnc(C)c(N2CCN(Cc3nc(-c4sccc4C)oc3C)CC2)n1
 : -4%, -1%, i, u, u, u, 14
[39] O=C(C1CCCN(C2CCN(c3ncnc4sccc34)CC2)C1)N1CCCC1 (centres undefined)
 : -2%, -3%, -16%[11.5 µM], u, u, u, -28*

Assay outcomes deposited in PubChem BioAssay by National Center for Advancing Translational Sciences (NCATS).
